RECQ1 helicase: blocks DNA unwinding by human RECQ1; RECQ1 DNA unwinding, red fluorescence kinetic read; Potency, µM (series often up to 57.3 µM), inactives show top-dose activity, negative = inhibition, actives largely listed as inhibitors; actives 0.54% (n = 240,000); AID 2549;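 further: plate controls were vehicle for no effect and no enzyme for full effect; nearly all actives have a fitted effect of over 30% in size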
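RECQ1T1 50 nM; forked duplex (20 bp + 30-nt ss tails) 200 nM, ATP 2 mM final; pH 8.0, 2 mM MgCl2, 2.5 ug/ml poly(dI-dC); 15 min compound preincubation; discontinuous kinetic read over 2 h at RT.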
JMJD2E inh: blocks human JMJD2E demethylase activity; actives 1.6% (n = 230,000); B2RXH2; Potency, µM (top dose mostly 57.1 µM), for the others: at the highest dose activity change, negative = inhibition, hits mostly inhibitors; JMJD2E catalytic domain, FDH-coupled NADH fluorescence (FDH is formaldehyde dehydrogenase); active means well fitted inhibition curve with a large enough effect, not every such curve was filed as active; inconclusive means small, poorly fitted or top-dose-only effect, or another doubt; inactive means no such curve, though single readings can be large or run the other way;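 further: 0% = wells with enzyme and -100% = buffer wells without enzyme; nearly all actives have a fitted effect of over 50% in size; many of its hits are not listed in these tables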
Target sequence (B2RXH2 1-337 limits assumed): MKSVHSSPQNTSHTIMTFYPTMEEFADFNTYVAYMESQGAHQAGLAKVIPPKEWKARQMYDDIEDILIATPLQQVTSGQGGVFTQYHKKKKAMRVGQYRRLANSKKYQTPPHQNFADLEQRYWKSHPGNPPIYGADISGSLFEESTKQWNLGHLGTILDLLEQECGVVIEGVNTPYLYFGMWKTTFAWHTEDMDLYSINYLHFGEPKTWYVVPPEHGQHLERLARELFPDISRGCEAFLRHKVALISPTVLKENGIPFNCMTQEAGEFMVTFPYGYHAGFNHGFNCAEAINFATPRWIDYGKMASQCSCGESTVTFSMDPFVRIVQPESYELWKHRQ
L3MBTL1 inh: L3MBTL1 (human) inhibition. Q9Y468. AlphaScreen L3MBTL1–H3K9me1 peptide binding. Potency, µM (top dose mostly 57.1 µM), inactives show at the top dose activity, negative = inhibition, hits mostly inhibitors. actives 0.66% (n = 230,000); further: on the % scale 0 is the no-effect control and ±100 the full control effect; nearly all actives have a fitted effect of over 60% in size
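AlphaScreen proximity signal between nickel-chelate acceptor and streptavidin donor beads (final 10 ug/mL) reports binding of 50 nM L3MBTL1 to 75 nM biotin-H3 K9me1 peptide; complex incubated with compounds 30 min at room temperature; cefsulodin titration as control.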
LMNA splice mod: LMNA splicing modulation. HeLa LMNA splicing GFP/RFP minigene ratio, 48 h. Potency, µM (highest dose often 46.1 µM), inactives show top-dose ratio change, negative = inhibition, usual class: inhibitors. actives 0.01% (n = 200,000); active means well fitted inhibition curve with a large enough effect in the signal ratio, with a control signal flat, not every such curve was filed as active; inconclusive means small, poorly fitted or top-dose-only effect, or effect the other way, or a change in a side signal; the % refers to the signal ratio; further: on the % scale 0 is the no-effect control and ±100 the full control effect
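S3 HeLa stable clones carrying a lamin A-EGFP splicing minigene plus DsRed2 were seeded at 600 cells/well in Opti-MEM with 2% FBS, pin-dosed and incubated 48 h at 37°C. Acumen cytometry (488 nm) gave the GFP/RFP total-intensity ratio.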
SMN2 splice enh: SMN2 splice variant enhancement; HEK293 SMN2-luciferase splicing reporter, luminescence, 30-36 h; AID 1458; Potency, µM (doses to about 46.1 µM), for inactives: at the top dose activity change, positive = activation, most hits filed as activators; actives 2.8% (n = 210,000); further: % of control where 0% means no effect; nearly all actives have a fitted effect of over 55% in size
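HEK293 cells carry an SMN2 […]–luciferase reporter in which exon 7 inclusion puts luciferase in frame. Cells were plated 10-12 h before compound addition, then incubated 30-36 h at 37C. ONE-Glo luminescence was read; sodium butyrate at 4.5 mM final served as control.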
Luc counter: Kinase-Glo luciferase inhibition (counter-screen); Q27757; Kinase-Glo luciferase, ATP luminescence, 8 min; Potency, µM (doses to about 38.3 µM), inactives show at the highest dose activity change, negative = inhibition, most hits filed as inhibitors; actives 0.28% (n = 200,000); AID 1379; further: on the % scale 0 is the no-effect control and ±100 the full control effect; nearly all actives have a fitted effect of over 60% in size
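Compounds were added to a substrate mix at pH 7.2 (50 mM imidazole, 10 uM ATP, within the enzyme's linear range), followed by Kinase-Glo detection reagent; luminescence was measured after 8 minutes at ambient temperature.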
ALDH1A1 block: blocks purified human ALDH1A1 activity | P00352 | Purified ALDH1A1, NADH fluorescence, propionaldehyde substrate | Potency, µM (series often up to 75.3 µM), for the others: at the highest dose activity, negative = inhibition, actives largely listed as inhibitors | actives 7.3% (n = 220,000) | AID 1030; active means well fitted inhibition curve with a large enough effect, not every such curve was filed as active; inconclusive means small, poorly fitted or top-dose-only effect, or another doubt; inactive means no such curve, though single readings can be large or run the other way;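 further: plate controls were no enzyme wells and a reference inhibitor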
Target sequence (P00352 whole entry, looked up): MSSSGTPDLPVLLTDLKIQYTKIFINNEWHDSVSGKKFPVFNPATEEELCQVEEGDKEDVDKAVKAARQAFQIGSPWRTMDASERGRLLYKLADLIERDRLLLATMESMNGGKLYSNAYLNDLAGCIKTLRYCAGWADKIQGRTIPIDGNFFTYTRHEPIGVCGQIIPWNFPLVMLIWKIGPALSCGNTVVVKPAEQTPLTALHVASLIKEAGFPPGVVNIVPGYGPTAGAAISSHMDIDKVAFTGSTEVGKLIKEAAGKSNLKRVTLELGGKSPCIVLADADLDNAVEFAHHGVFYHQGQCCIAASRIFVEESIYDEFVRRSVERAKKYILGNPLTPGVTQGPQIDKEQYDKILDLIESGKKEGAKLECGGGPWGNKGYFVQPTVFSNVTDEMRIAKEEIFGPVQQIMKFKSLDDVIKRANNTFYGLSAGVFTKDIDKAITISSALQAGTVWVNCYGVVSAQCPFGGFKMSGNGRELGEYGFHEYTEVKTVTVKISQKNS
Tau fibril ThT: inhibitors of human tau fibril formation, thioflavin T binding. recombinant tau K18 P301L (four-repeat tau fragment), heparin-induced fibrillization, ThT fluorescence. AID 1460. Potency, µM (highest dose often 57.4 µM), for inactives: top-dose activity, negative = inhibition, actives largely listed as inhibitors. P10636. actives 2.1% (n = 270,000); further: on the % scale 0 is the no-effect control and ±100 the full control effect; nearly all actives have a fitted effect of over 55% in size
Target sequence (P10636 561-689 P618L limits assumed): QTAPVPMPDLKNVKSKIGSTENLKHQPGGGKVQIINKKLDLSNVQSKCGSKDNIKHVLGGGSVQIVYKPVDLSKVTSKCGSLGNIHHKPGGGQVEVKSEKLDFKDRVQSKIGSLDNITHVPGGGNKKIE
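Heparin-induced (20 uM) aggregation of recombinant human K18 P301L tau, 15 uM unlabeled with 0.24 uM labeled, pH 7 acetate buffer, 6 hr at 37 C with compound. Fibrils quantified by 30 uM ThT fluorescence after 1 hr ambient incubation.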
* marks the source's active call; other numbers are inactive results; i = inactive; ? = inconclusive; nt = no result given; [ ] = remark or other dose. Unless noted, the call rests on the fitted dose curve; in most records, active means well fitted curve in the direction sought with a large enough effect; inconclusive means small, poorly fitted or top-dose-only effect, or another doubt; inactive means no such curve, though single readings can be large; an effect the other way counts as inactive or inconclusive. Potency means the concentration at half of the fitted maximal effect. Not all compounds are listed (hit frequency here may not be typical).

The line under a structure holds: RECQ1 helicase	JMJD2E inh	L3MBTL1 inh	LMNA splice mod	SMN2 splice enh	Luc counter	ALDH1A1 block	Tau fibril ThT
- O=C(Nc1cc(C(F)(F)F)ccc1N1CCOCC1)C1Cc2ccccc2CN1C(=O)c1ccco1 (stereo not given)
    -4.2%	?	-15.3%	16.0%	-8.5%	-0.7%	22.4µM*	?
- Cc1ccc(NC(=O)CSCc2c(C)noc2C)cc1C
    -2.7%	-2.5%	-2.6%	10.4%	-6.6%	8.6%	?	-19.0%
- COC(=O)c1cc(Cl)nc2ccccc12
    i	?	0.9%	9.0%[46 µM]	8.1%	1.7%	-6.0%	2.0%
- COc1ccc2cc(C(=O)C3CCCN(C(=O)CSc4nnc(C)o4)C3)ccc2c1 (stereo not given)
    -1.1%	?	2.6%	nt	nt	0.6%	?	-7.0%
- COC(=O)c1ccc(Nc2nnc(-c3ccc(C)c(S(=O)(=O)NCC4CCCO4)c3)c3ccccc23)cc1 (stereo not given)
    -4.8%	?	-3.4%	-2.9%	17.0%	1.4%	-15.3%	1.7%
- CC1CCCC(C)N1S(=O)(=O)c1ccc(S(=O)(=O)NCCc2ccncc2)cc1 (stereo not given)
    -9.2%	6.5%	-5.0%	-23.4%	-35.9%[inhibitor]	-1.9%	?	-7.2%
- Cc1c(NC(=O)C(=O)/C=C(\O)c2ccc(Br)cc2)c(=O)n(-c2ccccc2)n1C
    -24.2%	-4.7%	-9.1%	-1.2%	-0.8%	0.0%	-14.8%	?
- COc1cc(S(=O)(=O)N2CCCCCC2)ccc1-n1cnnn1
    -14.7%	-6.6%	nt	2.8%	-1.8%	-1.0%	?	0.3%
- Oc1ccc(N=Nc2c(O)ccc3ccccc23)cc1
    35.5µM*	-16.4%	17.8µM*	?	-21.3%	-14.0%	-4.4%	2.51µM*
- CCC/C=N/NC(=O)c1[nH]c2c([N+](=O)[O-])cccc2c1C
    -1.8%	38.2%[activator]	4.9%	?	7.1%	0.7%	?	?
- O=C(OCCN1C(=O)c2ccccc2C1=O)c1cccs1
    7.1%	5.9%	-0.3%	-3.7%	-15.5%	-4.9%	-5.1%	-1.2%
- COc1ccc(CC(NC(C)=O)C(=O)N2CCN(C(=O)Nc3cccc(F)c3)CC2)cc1OC (stereo not given)
    -8.4%	12.6%	0.6%	-6.1%[46 µM]	nt	-3.8%	0.7%	-2.3%
- C#Cc1ccc([C@@H]2C=C(C(=O)N3CCN(Cc4ccc5c(c4)OCO5)CC3)O[C@H](OCCCCO)C2)cc1
    -17.1%	-17.4%	-11.8%	nt	nt	nt	-4.7%	-14.6%
- CCc1c(C)nc2ncnn2c1NCCc1ccc(Cl)cc1
    i	2.4%	?	?	nt	-0.9%	?	4.6%
- Cc1ccc(NC(=O)Cn2nnc3ccccc3c2=O)cc1
    -6.3%	-13.8%	nt	nt	10.8%	0.0%	-2.9%	0.9%
- CN1CCN(c2ccc(NC(=O)CN3CCOCC3)cc2F)CC1
    -12.9%	-1.8%	?	18.7%[46 µM]	-7.5%	-2.2%	6.9%	-3.0%
- Cc1cc2ccccc2nc1SCC(=O)N1c2ccccc2CC1C (stereo not given)
    -15.4%	-18.1%	nt	-1.5%	-18.0%	-1.8%	-5.8%	-15.8%
- Nc1nc2ccccc2nc1N1CCCC1
    -2.1%	1.2%	4.2%	0.0%	-11.6%	2.6%	14.6%	?
- CCSc1nnc(Cn2c(=O)sc3ccccc32)n1-c1ccccc1C
    0.6%	9.4%	8.7%	-2.4%	12.4%	1.8%	-1.4%	-5.0%
- O=c1c2cc(N3CCOCC3)ccc2[nH]c(=S)n1CCCN1CCCCCC1
    ?	?	-2.8%[11.4 µM]	0.2%	-13.3%	-0.4%	?	-9.9%
- O=c1c(-c2cccs2)nc2cnc(Oc3cccc(Cl)c3)nc2n1C1CC1
    1.1%	nt	nt	nt	0.9%	-2.1%	?	nt
- CCC(=O)Nc1ccc2ccccc2c1
    -5.5%	9.5%	6.7%	10.6%	29.0%	-2.7%	4.5%	3.5%
- COc1ccc(/C=C/C(=O)NC(=S)Nc2cc([N+](=O)[O-])ccc2O)cc1OC
    -10.9%	-10.6%	-19.4%	nt	2.7%	-1.6%	-3.9%	1.58µM*
- O=C(CC1OC(=O)c2ccccc21)Nc1ccccc1N1CCOCC1 (stereo not given)
    -5.0%	0.4%	4.4%	1.5%	?	-4.7%	-6.9%	-16.5%
- Cc1ccccc1CN1C(=O)CSc2ccc(C(=O)N3CCOCC3)cc21
    -17.5%	10.3%	3.7%	-6.1%	0.0%	1.4%	2.9%	0.0%
- COc1cccc(CC2(CO)CCCN(Cc3ccc(CO)o3)C2)c1 (stereo not given)
    -5.4%	7.7%	1.9%	nt	nt	nt	4.7%	3.7%
- COC(=O)c1ccc(C2/C(=C(\O)c3cccc(OC)c3)C(=O)C(=O)N2CCCN(C)C)cc1 (stereo not given)
    i	0.1%	10.7%	2.4%	-1.3%	0.8%	0.0%	-6.0%
- CCCCN(C(=O)CN1CC(C)OC(C)C1)c1c(N)n(CC(C)C)c(=O)[nH]c1=O (stereo not given)
    -4.9%	8.7%	3.3%	-3.5%	nt	nt	7.0%	-4.8%
- CCCNc1nc2c(c(=O)n(C)c(=O)n2C)n1Cc1cccc(C)c1
    3.5%	1.1%	-3.0%	?	-41.2%[inhibitor]	-0.3%	-2.1%	-2.1%
- CC(CC(=O)Nc1ccncc1)c1ccccc1 (stereo not given)
    -1.1%	-0.5%	-9.8%	-16.9%	-5.8%	-4.1%	-3.3%	-14.5%

The results go on:
The line under a structure holds: RECQ1 helicase	JMJD2E inh	L3MBTL1 inh	LMNA splice mod	SMN2 splice enh	Luc counter	ALDH1A1 block	Tau fibril ThT
- COc1ccc(CCNC(=O)CCN2C(=O)C3CC=CCC3C2=O)cc1OC (stereo not given)
    -1.4%	-5.4%	-0.1%	-5.0%	5.7%	2.3%	-11.2%	-5.6%
- CCCCn1c(SCC2CCCO2)nc2cc(S(N)(=O)=O)ccc21 (stereo not given)
    i	2.1%	nt	24.6%	-25.3%	-2.9%	-4.0%	2.6%
- Cc1ccc2nc(SCC(=O)N3c4ccccc4CC3C)c(C)cc2c1 (stereo not given)
    0.2%	-2.4%	nt	0.4%	3.8%	2.3%	25.1µM*	-13.5%
- O=C(NN1C(=O)CSC1=S)C(=O)NN1C(=O)CSC1=S
    10µM*	8.91µM*	0.794µM*	-10.4%[9.22 µM]	-10.0%	-1.0%	?	?
- C/C(=C1/SC(N2CCOCC2)=NC1=O)c1ccc(Br)cc1
    -1.5%	0.3%	13.1%	3.9%	-13.2%	-2.0%	7.0%	1.2%
- CCCNC(=O)COC(=O)CCC(=O)c1cccs1
    -3.4%	9.7%	4.2%	9.4%	-5.7%	1.3%	4.8%	3.4%
- CC(C)N(Cc1nc(-c2ccccc2)no1)C(=O)C(C)(C)C
    -9.8%	2.6%	9.7%	-2.4%	-5.7%	-2.6%	0.8%	4.7%
- COc1ccc(OC)c(NC(=O)N[C@H](Cc2ccccc2)C(=O)NN)c1
    7.7%	11.9%	0.5%	nt	nt	nt	0.2%	-4.4%
- Cc1c(S(=O)(=O)N2CCN(c3cccc(C(F)(F)F)c3)CC2)c(=O)n(C)c(=O)n1C
    -12.3%	5.9%	-6.5%	-7.4%	-2.8%	-1.8%	0.1%	-9.7%
- COc1cc2c(c(OC)c1OC)C(c1ccccc1C)CC(=O)O2 (stereo not given)
    -11.6%[81.1 µM]	nt	-2.5%	nt	nt	1.5%[39.9 µM]	?	-13.2%[81.4 µM]
- CCC(Cc1ccccc1)NC(=O)C1CCC(CNc2c(N3CCCC3)c(=O)c2=O)CC1 (stereo not given)
    -6.2%	6.2%	nt	-10.7%	-7.0%	0.0%	-11.1%	-10.9%
- Cc1nc2ccccc2cc1OCc1ccccc1
    2.2%	-1.3%	14.4%	7.8%	-63.3%[inhibitor]	-2.3%	5.2%	-12.1%
- COC(=O)c1sccc1NC(=O)Nc1cccc(Cl)c1Cl
    i	4.1%	-4.2%	-3.0%	nt	nt	7.8%	-23.6%
- Cc1cc(C)nc(N2CCCC(C(=O)Nc3cc(F)ccc3C)C2)n1 (stereo not given)
    -3.5%	?	-0.1%	5.2%	-3.7%	-2.9%	-10.3%	-6.7%
- O=C(NCc1ccc(Cl)cc1)c1cc(-c2cccs2)on1
    -12.7%	4.9%	9.9%	5.6%	14.0%	-0.4%	-1.2%	-3.2%
- C=CCOc1c(Cl)cc(/C=N/O)cc1OC
    0.1%	6.0%	0.9%	12.6%	-6.4%	-0.7%	9.7%	-8.6%
- CC1=C(C(=O)Nc2ccccc2F)C(c2ccsc2)C2=C(CC(C)(C)CC2=O)N1 (stereo not given)
    -3.9%	?	12.2%	-24.7%	-4.3%	3.9%	?	2.0%
- CC(N=C1NS(=O)(=O)c2ccccc21)C(=O)NCc1ccc2c(c1)OCO2 (stereo not given)
    -6.9%	-2.3%	nt	12.8%	1.3%	19.0%	3.4%	1.3%
- Cc1ccc(-c2c(C#N)c(N)nc3c2CCCC3)s1
    -0.1%	?	13.5%	-3.7%	5.7%	1.9%	?	-6.0%
- CCCOc1ccc2c3c(c(=O)oc2c1)CCCC3
    i	?	nt	0.8%	2.1%	2.3%	?	?
- CC(C)OP(=O)(c1ccc(N(C)C)cc1)C(O)c1cccnc1 (stereo not given)
    1.5%	?	-2.3%	nt	nt	nt	nt	-8.0%
- CCCN1C(=O)C(NC(C)=O)c2ccccc21 (stereo not given)
    -9.2%	-1.6%	nt	3.2%	-1.0%	1.4%	0.126µM*	-5.9%
- Cc1ccc(C2N(c3ccccc3)C(=O)N3CCCN23)cc1 (stereo not given)
    i	-9.8%	3.4%[11.4 µM]	-2.1%[46 µM]	-4.0%	1.3%	5.6%	0.1%
